Cneo AK release: causes C. neoformans cell lysis. lysis activity, % at 15 µM. adenylate kinase release luminescence, 4 h; normalised: neutral wells 0, clomiphene wells 100. 0.2% of 360,000 active. AID 651654;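 active = mean lysis activity across replicates of at least 80%, whatever share of replicates individually reach that level; inactive = mean lysis activity below 80%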
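Material – Cryptococcus neoformans yeast cells · Quantity – 5 × 10^6 yeast cells/mL · Buffer or medium – YPD medium · Compound – single dose · Timing – 4 h static compound exposure, 37 °C, read 1 h post-reagent · Signal – adenylate kinase release luminescence · Read-out basis – lysis from increased AK signal · Benchmarks – Clomiphene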
LGR2 inh: inhibitors of bursicon-induced Drosophila LGR2 receptor cAMP signaling. HEK293 LGR2, CRE-luciferase, bursicon-stimulated, 4 h. inhibition, % at 9.99 µM. 0.35% of 380,000 active;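 active = drop in luminescence signal, shown as inhibition above about 50% in the replicate tests, limit read from the data, passing the limit was not always enough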;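 also: agonist challenge used bursicon conditioned medium at about half maximal strength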
C2C12 statin: suppression of simvastatin myotoxicity. C2C12 myotubes + simvastatin, ATP luminescence, 48 h; scaled: DMSO 0, geranylgeraniol control 100. rescue of ATP level, % at 7.49 µM. 0.78% of 330,000 active. AID 602340;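 active = mean ATP rescue above about 67%, or every replicate alone reaching that limit, limit read from the data, passing the limit was not always enough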;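 also: myotubes were challenged with 10 µM simvastatin during compound exposure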
ARNT-TACC3 inh: disrupts binding between human ARNT and TACC3. Q9Y6A5. AlphaScreen His-ARNT PAS-B/GST-TACC3 binding, luminescence; TACC3 fragment carries E629A point mutation. inhibition, % at 9.99 µM. 0.66% of 390,000 active. AID 623870;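 active = mean inhibition of replicates at least 50% and at least half of replicates each reaching 50%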;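 also: 0% = complete ARNT plus TACC3 wells and 100% = ARNT alone without TACC3; many hits fall short of the cut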
GSIS activator: GLuc luminescence reporter in INS-1E cells, primary screen for activators of glucose-dependent secretion of insulin; INS-1E GLuc reporter insulin secretion, 2-3 h; activation, % at 16.6 µM; 0.61% of 370,000 active;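 active = lowest replicate activation of at least 40%, so every replicate reaches that level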;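 also: 0% = median of neutral control wells and 100% = median of IBMX positive control wells; some compounds called inactive have numbers as strong as hits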
PGC1a acetyl inh: modulators of PGC1a acetylation. U2OS PGC1a acetylation, AlphaScreen anti-acetyl-lysine; with virally co-expressed GCN5 acetyltransferase. inhibition, % at 15.6 µM. 0.17% of 350,000 active;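 active = every replicate shows inhibition of at least 40%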;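 also: 0% = neutral control wells and 100% = positive control wells; some results beyond the cut were filed as inactive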
PAX8 reporter: PAX8 transcriptional activity inhibition. inhibition, % at 12.6 µM. RMG-I TPO-luciferase reporter, SteadyGlo, 24 h. 1.2% of 360,000 active. AID 652154;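 active = mean replicate inhibition at least 60% with every replicate also reaching 60%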;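 also: luciferase light reporting Pax8 driven TPO promoter activity; plate controls were median of neutral control wells for no effect and mitoxantrone controls for full effect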
PglD DTNB: PglD (C. jejuni) enzyme inhibition | purified PglD enzyme, DTNB colorimetric CoA detection | inhibition, % at 12.5 µM | 0.098% of 360,000 active | AID 602405; in the data active = inhibition above about 16%, passing the limit was not always enough; also: strong numbers were not always called active
* = called active by the depositor; x = no result given.

SMILES	Cneo AK release	LGR2 inh	C2C12 statin	ARNT-TACC3 inh	GSIS activator	PGC1a acetyl inh	PAX8 reporter	PglD DTNB
COc1c(C)cc(C(=O)C2CCCN(S(=O)(=O)N(C)C)C2)cc1C (stereo unspecified)	-2	7	7	0	-14	-9	23	-3
C#Cc1ccc(NC(=O)C2(C)CCN2C(=O)c2ccccc2CCc2ccccc2)cc1 (stereo unspecified)	2	6	-2	x	-16	x	7	3
CSc1ncnc2c1ncn2CCCNCc1cccs1	0	-16	12	x	-13	2	-4	-5
CCC(=O)N1CCCCN2[C@@H](CO)[C@@H](c3ccc(-c4cccnc4)cc3)[C@@H]2C1	-1	-5	10	-4	4	-2	-19	10
COC(=O)c1scc(C)c1N1C(=O)c2ccccc2C1=O	-1	-3	x	-1	2	-10	8	1
CCc1ccc2c(c1)cc(CN(C(=S)Nc1ccccc1C)C1CC1)c1nnnn12	-1	x	-6	-4	x	x	x	1
CCCC#Cc1ccc2c(c1)O[C@@H](CN(C)C(=O)c1ccccn1)[C@H](C)CN([C@@H](C)CO)S2(=O)=O	1	-5	-2	x	-3	-5	x	0
COc1cc2ccc(C(C)=NOC(C)=O)cc2cc1OC	-2	-18	x	x	20	x	-81	0
CCOC(=O)C1=C(CC)Nc2ccccc2N=C1NC(=O)c1ccc(C)c(S(=O)(=O)N2CCOCC2)c1	-1	-3	-13	-1	-37	36	x	4
O=C(COc1ccc(Cl)cc1)Nc1ccc(Cl)cn1	2	x	-25	-1	x	-3	x	-6
Cc1oc2cc(O)ccc2c(=O)c1Oc1ccccc1Br	2	0	11	-3	-6	-3	-5	-2
O=C1CCN(c2ncccc2[N+](=O)[O-])CC1	x	-21	x	-2	16	x	-5	x
C[C@@H]1CN([C@@H](C)CO)C(=O)c2cc(C3=CCCC3)cnc2O[C@@H]1CN(C)Cc1ccccc1F	-11	x	12	3	x	5	-10	4
COCCN1Cc2cc3cc(C)ccc3nc2SC1=Nc1ccc(OC)cc1	x	8	x	3	-2	8	-9	x
CCCn1c(=O)c(C(=O)NCCc2ccc(OC)cc2)c(O)c2ccccc21	-2	8	-2	-5	9	8	-12	-2
COC(=O)c1c(O)c2c([nH]c1=O)CCCC2	0	-6	5	-3	-1	-2	x	1
C[C@H]1CN([C@@H](C)CO)C(=O)c2cc(NS(=O)(=O)c3ccc(F)cc3)ccc2O[C@@H]1CN(C)Cc1ccc(-c2ccccc2)cc1	0	-2	-12	8	-38	-5	x	2
Cc1noc(C)c1NC(=O)N(C)C[C@H]1Oc2c(NC(=O)Nc3cccc4ccccc34)cccc2C(=O)N([C@H](C)CO)C[C@@H]1C	5	14	1	-5	10	12	x	-2
CC1CCCC(C)N1C(=O)COC(=O)c1cccc(S(=O)(=O)N(C)c2ccccc2)c1 (stereo unspecified)	1	-11	4	1	-40	-1	22	-5
COc1ccc(C(=O)OC(C)C(=O)NC2CCCCC2C)cc1S(=O)(=O)N1CCOCC1 (stereo unspecified)	0	11	-21	x	-13	3	-3	-2
O=C(N/N=C/C1CC=CCC1)c1ccc(Cl)cc1O (stereo unspecified)	3	-23	x	11	-32	-7	0	0
O=C(COc1ccc(Cl)cc1)Nc1cccc(-c2ccc3nncn3n2)c1	x	9	-7	0	x	3	20	x
COc1ccc(CCNC(=O)c2ccc3ccccc3n2)cc1	0	-50	26	-8	7	0	-7	2
CC1CCC(NC(=O)c2cc3c(s2)CCCC3)CC1 (stereo unspecified)	1	-68	-15	-3	20	x	-173	0
COc1ccc(NC(=O)Nc2ccc3c(c2)CC(=O)N([C@@H](C)CO)C[C@H](C)[C@@H](CN(C)S(=O)(=O)c2ccc(OC)cc2)O3)cc1	1	14	9	5	3	8	-6	1
O=C(C1CCN(S(=O)(=O)c2cccc3nsnc23)CC1)N1CCc2ccccc2C1	-3	x	1	6	x	8	x	2
CC1CCCCN1C(=O)C(Cc1ccccc1)N1C(=O)C2CCCCC2C1=O (stereo unspecified)	x	15	x	-10	5	x	-13	x
CCCNC(=O)Nc1ccsc1C(=O)OC	x	-6	16	-8	-1	-8	-18	x
OC(c1ccccc1)c1nc(/C=C/c2ccccc2)cs1 (stereo unspecified)	-2	-89	-6	x	-18	-6	-264	11
O=C(C[C@@H]1CC[C@@H]2[C@H](COC[C@@H](O)CN2C(=O)c2ccccc2F)O1)NCc1ccc(Cl)cc1	4	6	16	6	1	-6	-5	-3
COCCCNC(=O)Cc1coc2ccc3ccccc3c12	8	14	8	0	11	-1	13	-2
N#CC1=C(N)Oc2cc(N)ccc2C1c1cccnc1 (stereo unspecified)	x	11	x	-8	-2	x	17	x
Clc1ccccc1NCSC1=NCCS1	-1	-5	1	-1	1	-7	10	-4
COc1cc(OC)cc(C(=O)NC2CC3CCC(C2)N3C)c1 (stereo unspecified)	-1	-7	-3	x	-13	x	8	2
CC(C)CC(=O)NCC(C)NC(=O)CC(C)C (stereo unspecified)	-4	x	x	9	x	16	-7	-1
Cc1ccc(S(=O)(=O)CC(=O)N2CCN(c3cccc(C(F)(F)F)c3)CC2)cc1	3	5	x	-68	-41	x	x	4
CCOC(=O)N1CCN(Cc2nc3cc(NC(=O)c4cccs4)ccc3n2C)CC1	0	9	2	4	-2	x	-1	-1
O=C(CN1CCOCC1)N1CCCCN2[C@H](CO)[C@@H](c3ccc(-c4ccccc4)cc3)[C@@H]2C1	-5	16	1	-3	15	4	23	6
Cc1ccc(CNC(=O)CS(=O)Cc2nc(-c3ccccc3F)oc2C)cc1 (stereo unspecified)	x	-3	x	-2	-6	x	-11	x
C[C@H](CO)N1C[C@H](C)[C@H](CN(C)Cc2ccc(C(=O)Nc3ccccc3N)cc2)Oc2c(NS(=O)(=O)c3ccccc3)cccc2C1=O	x	-14	x	x	-7	17	29	x

6 entries drawn at random from the list so far:
SMILES	Cneo AK release	LGR2 inh	C2C12 statin	ARNT-TACC3 inh	GSIS activator	PGC1a acetyl inh	PAX8 reporter	PglD DTNB
O=C(C1CCN(S(=O)(=O)c2cccc3nsnc23)CC1)N1CCc2ccccc2C1	-3	x	1	6	x	8	x	2
Cc1ccc(S(=O)(=O)CC(=O)N2CCN(c3cccc(C(F)(F)F)c3)CC2)cc1	3	5	x	-68	-41	x	x	4
C#Cc1ccc(NC(=O)C2(C)CCN2C(=O)c2ccccc2CCc2ccccc2)cc1 (stereo unspecified)	2	6	-2	x	-16	x	7	3
CCCC#Cc1ccc2c(c1)O[C@@H](CN(C)C(=O)c1ccccn1)[C@H](C)CN([C@@H](C)CO)S2(=O)=O	1	-5	-2	x	-3	-5	x	0
CC1CCC(NC(=O)c2cc3c(s2)CCCC3)CC1 (stereo unspecified)	1	-68	-15	-3	20	x	-173	0
CCCNC(=O)Nc1ccsc1C(=O)OC	x	-6	16	-8	-1	-8	-18	x

Additional records
SMILES	Cneo AK release	LGR2 inh	C2C12 statin	ARNT-TACC3 inh	GSIS activator	PGC1a acetyl inh	PAX8 reporter	PglD DTNB
CCC(Oc1ccccc1)C(=O)Nc1cc(Cl)ccc1-n1cncn1 (stereo unspecified)	2	-5	2	3	-14	0	-5	2
Cc1cccc(N(C)Cc2nnc(-c3cccc(Br)c3)o2)c1	2	-4	-1	-7	4	-4	20	-2
N/C(=N\c1nc(CSc2ccc(Cl)cc2)cc(=O)[nH]1)Nc1cccc2ccccc12	2	-5	5	-20	0	1	x	3
CNC[C@@H]1OCCCC[C@@H](C)Oc2ccc(NC(=O)Nc3ccc(C(F)(F)F)cc3)cc2C(=O)N([C@@H](C)CO)C[C@@H]1C	10	2	29	-1	-11	19	-3	1
Cc1ccc(C(=O)Nc2cccc(N(C)S(C)(=O)=O)c2)cc1S(=O)(=O)Nc1ccccc1	x	17	x	-1	-18	-7	x	x
Cc1ccc(S(=O)(=O)N(C)c2ccc(C(=O)N3CCc4ccccc4C3)cc2)cc1	-2	33	44	-8	-5	-5	4	6
COCCSc1ccccc1C(=O)Nc1nnc(COC)s1	1	x	4	-3	x	6	14	-5
COc1ccc(NC(=O)N(C)C[C@H]2Oc3ncc(C#CCN(C)C)cc3C(=O)N([C@H](C)CO)C[C@H]2C)cc1	1	-18	3	-11	-1	1	-23	5
CC(C)(C)OC(=O)NOCC(=O)N(CC(=O)c1ccccc1)Cc1ccccc1	0	4	3	0	6	-9	-5	10
CCCN1[C@H](C(=O)OC)[C@@H](CO)[C@@H]2Cn3c(ccc(-c4ccccc4)c3=O)[C@@H]21	-1	-28	8	-4	0	x	4	1
COc1cc(SC)ccc1C(=O)N1CCCc2ccccc21	2	14	-12	2	0	x	-6	-7
O=C(C[C@@H]1C[C@@H]2c3cc(NS(=O)(=O)c4ccc(F)cc4)ccc3O[C@@H]2[C@@H](CO)O1)NCc1ccccc1F	59	-15	-1	0	-9	9	9	-2
O=C(Nc1cccc(S(=O)(=O)N2CCCCCC2)c1)c1cncc(Br)c1	-3	17	-6	-8	x	-9	12	7
O=C(CS(=O)(=O)c1ccccc1)Nc1nnc(-c2cccs2)o1	2	11	11	40	5	-2	12	-5
CCc1ccc(-c2nc(SCC(=O)N3CCOCC3)n[nH]2)cc1	x	4	x	7	5	x	-7	x
COc1cccc(OC)c1OCCOc1ccc(C(=O)c2ccccc2)cc1	x	14	x	-10	24	x	19	x
CCCC(=O)Nc1nc(C)c(-c2csc(Nc3cc(OC)ccc3OC)n2)s1	1	9	-78	10	-5	-17	48	2
CN(C)S(=O)(=O)c1ccc(NC(=S)NC(=O)Cc2ccccc2)cc1	x	-9	x	-3	-8	-9	0	x
Cc1cc(/C=C(\C#N)C(=O)NC2CCCCCC2)c(C)[nH]1	x	-47	x	-3	-22	x	-19	x
Cc1cc(C)n(-c2ccc(C(=O)Nc3cccc(S(=O)(=O)N(C)C)c3)cc2)n1	x	-10	x	10	-81	x	5	x
CC(=O)OC1COC(N2CCc3ccccc32)C(OC(C)=O)C1OC(C)=O (stereo unspecified)	x	3	x	37	-1	x	41	x
Cc1ccc(-c2csc(NC(=O)C3=COCCO3)n2)cc1C	-5	-71	-38	-19	-54	x	-109	4
Cc1cc(N2CCN(S(=O)(=O)c3ccc4c(c3)OCCO4)CC2)n2ncnc2n1	0	x	-43	4	x	-3	x	-4
CCOC(=O)N1CCC(NC(=O)CCc2c(C)nc3c(c(C)nn3-c3ccccc3)c2C)CC1	2	3	-2	-7	0	5	-3	3
CCc1ccc(-c2cc(N)n(-c3ccccc3)n2)cc1	x	-70	2	3	7	x	-206	x
CO[C@@H]1CN(C)C(=O)c2ccc(NC(=O)Nc3c(C)noc3C)cc2OC[C@@H](C)N(CCC(F)(F)F)C[C@H]1C	13	8	10	5	-1	-2	-1	1
COc1ccc(NC(=O)NCCN2CCN(c3ccc(C)cc3)CC2)c(Cl)c1	-3	x	23	-10	x	3	-7	10
O=C(NC1c2ccccc2-c2ccccc21)N1CCCCC1	1	x	-21	6	x	-3	x	-3
O=C(CCN1CCN(c2ccccc2F)CC1)Nc1ccc(F)cc1	-1	5	-8	-5	4	8	3	-4
O=C(CCCCCN1C(=O)c2ccccc2C1=O)Nc1nccs1	1	x	-3	-23	x	-26	x	8
CCCCC1CCC(C(=O)OC(C)C(=O)Nc2ccc(NC(C)=O)cc2)CC1 (stereo unspecified)	2	6	x	-22	11	3	1	-2
CC(=O)C1=C(C)OC(N)=C(C#N)C1c1cccnc1 (stereo unspecified)	x	27	x	-6	-9	-1	8	x
CC(C)(C)NC(=O)COc1ccc(CNc2ncn[nH]2)cc1	x	3	x	29	-8	1	5	x

Complete entries as entered above. Screens in order: Cneo AK release | LGR2 inh | C2C12 statin | ARNT-TACC3 inh | GSIS activator | PGC1a acetyl inh | PAX8 reporter | PglD DTNB
Record of CC(=O)OC1COC(N2CCc3ccccc32)C(OC(C)=O)C1OC(C)=O (stereo unspecified) : x | 3 | x | 37 | -1 | x | 41 | x
Record of Cc1cc(N2CCN(S(=O)(=O)c3ccc4c(c3)OCCO4)CC2)n2ncnc2n1 : 0 | x | -43 | 4 | x | -3 | x | -4
